Screens: PubChem, Southern Research Specialized Biocontainment Screening Center
M. tuberculosis HTS: M. tuberculosis growth inhibition, HTS (AID 449762). 330,000 compounds, 0.59% hits. M. tuberculosis H37Rv growth inhibition, 7H9 media; higher % means a stronger effect. one-dose inhibition, % at 25 µM; IC50 in µM for titrated hits; in the data active = a potency from the dose series; inconclusive = inhibition above about 70% without an active follow-up result;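 note: bacterial growth assessed after seven days of incubation; strong numbers were not always called active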
M. tuberculosis: growth inhibition of non-replicating M. tuberculosis (AID 488890) | Mycobacterium tuberculosis non-replicating, growth inhibition; higher % means a stronger effect | inhibition, % at 25 µM; hits with a dose series show IC50 in µM | 320,000 compounds, 0.39% hits; in the data active = a potency from the dose series; inconclusive = inhibition mostly from about 82% at the one dose, without a potency; inactive = the rest, 99 in 100 with inhibition below about 76%;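 note: plate controls were DMSO cells for no effect and high antibiotic wells for full effect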
PhoP GFP inhibition: Inhibition of PhoP regulon, Salmonella typhi GFP reporter cells, confirmation, 4 h (AID 1850). 310,000 compounds, 0.33% hits. one-dose inhibition, % at 50 µM; IC50 in µM for titrated hits. Salmonella Typhi PhoP-promoter GFP reporter, fluorescence, 4 h; higher % means a stronger effect; in the data active = a potency from the dose series; inconclusive = inhibition mostly from about 25% at the one dose, without a potency; inactive = the rest, 99 in 100 with inhibition below about 19%;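 note: 0% = induced wells with vehicle and 100% = uninduced wells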
inhibitors of VEEV: inhibitors of VEEV TC-83 cytopathic effect, confirmation, Vero cells (AID 588727). Vero cells, VEEV TC-83 cytopathic effect inhibition; higher % means a stronger effect. inhibition, % at 20 µM; hits with a dose series show IC50 in µM. 350,000 compounds, 0.13% hits; in the data active = a potency from the dose series; inconclusive = inhibition mostly from about 14% at the one dose, without a potency; inactive = the rest, 99 in 100 with inhibition below about 12%; note: strong numbers were not always called active
influenza NS1A: NS1A inhibition, H1N1 influenza, cell based functional assay (AID 504329); NS1A functional cell-based assay, percent inhibition; higher % means a stronger effect; inhibition, % at 12.5 µM; hits with a dose series show IC50 in µM; 340,000 compounds, 0.3% hits; in the data active = a potency from the dose series; inconclusive = inhibition above about 27% without an active follow-up result; note: strong numbers were not always called active
inhibitors of VEEV 10K pilot screen: further read-out of inhibitors of VEEV, marked with its call; inhibition, %; measured here: 10K pilot screen inhibition
Active calls of the source: *; i = inactive; u = inconclusive; x = no result given.

SMILES | M. tuberculosis HTS | M. tuberculosis | PhoP GFP inhibition | inhibitors of VEEV | influenza NS1A | others
Cc1cccc(NC(=S)NNC(=O)c2ccc3c(c2)OCO3)c1 | 1% | 2% | -6% | 0.7% | -3%
CC(=O)n1cc(C=C2C(=O)NC(=O)NC2=O)c2ccccc21 | 6% | x | -1% | 1.5% | -4%
CCC(CC)NC(=O)Cc1ccc(S(=O)(=O)N2CCOCC2)s1 | -4% | 3% | 1% | 0.2% | -6%
Cc1ccc(CN2CCC(c3cc(-c4ccc(Cl)cc4)n[nH]3)CC2)cc1 | 12µM* | u | -11% | i | -13%
COc1cc(C(=O)NCCN=C2NS(=O)(=O)c3ccccc32)cc(OC)c1OC | -7% | -21% | -1% | i | 15%
O=C1CCN(Cc2ccc(Br)cc2)CCN1CCO | 0% | -11% | -2% | 0.4% | -1%
COc1ccc(CC(NC(C)=O)C(=O)NC2CCN(C(=O)Nc3ccccc3Cl)CC2)cc1OC (stereo not drawn) | -1% | 50% | -8% | 3.5% | 3%
O=C(Nc1cccc(Cl)c1)OC1CCCCc2cccnc21 (stereo not drawn) | -7% | 26% | 3% | i | 6%
CC(C)CC(=O)c1c[nH]c(C(=O)N2CCN(Cc3ccccc3)CC2)c1 | 35% | 5% | -10% | 0.5% | -5%
CC(=O)Nc1ccc(C2=NNC(=Nc3cccc(S(=O)(=O)N(C)C)c3)SC2)cc1 | 8% | 12% | -11% | 0.6% | 4%
CC1CN(C(=O)CCS(=O)(=O)c2ccccc2)CC(C)O1 (stereo not drawn) | 7% | -3% | -6% | i | -9%
O=C(Nc1ccc(Cl)cc1)Nc1ccccc1CC[N+](=O)[O-] | -6% | -8% | -5% | 2.7% | 1%
O=C(Nc1ccccc1)C1=C[C@@H](C2CCCCC2)C[C@@H](OCc2ccc(CO)cc2)O1 | 45µM* | 28% | -5% | 0.6% | -3% | inhibitors of VEEV 10K pilot screen=24
CC(C)N(C)C1CCN(S(=O)(=O)c2ccc(-c3ccc(=O)[nH]n3)s2)CC1 | 5% | 1% | 7% | i | 7%
Cc1coc2c1c(C)cc1oc(=O)c(CC(=O)N[C@@H](C)C(=O)O)c(C)c12 | -1% | 3% | 0% | i | -49%
CC(C)OC(=O)c1cccc(C(=O)O)n1 | 5% | 1% | 12% | 0.8% | 6%
CN(C)CCC#CC1(O)c2ccccc2-c2ccccc21 | 2% | x | 7% | 0.6% | -1%
COc1ccc(-n2c(SCC(N)=O)nnc2-c2ccc(NS(=O)(=O)c3ccc(C)cc3)cc2)cc1 | -5% | 22% | -2% | 0.6% | -6%
COc1cc2c(-c3ccccc3O)nc3c(c(C)nn3-c3ccccc3)c2cc1OC | 12% | 29% | -7% | 2.8% | -7%
Cc1ccc(N2CC(NS(=O)(=O)c3cccs3)CC2=O)cc1C (stereo not drawn) | -3% | 7% | -1% | 9.1% | 0%
CN(C)CCN(Cc1ccccc1)S(=O)(=O)c1ccc2c(c1)n(C)c(=O)c(=O)n2C | 2% | -2% | 5% | 0.6% | -8%
COCCn1c(SCC(=O)Nc2ccc3c(c2)OCCO3)nnc1C(C)C | -5% | -4% | 4% | 3.5% | -4%
Cc1ccc([N+](=O)[O-])cc1N=Nc1c(C)[nH]n(C(N)=S)c1=O | 1% | x | -12% | 0.5% | -12%
CCCS(=O)(=O)c1nc(S(=O)(=O)c2ccc(C)cc2)c(NCCCN2CCCC2=O)s1 | -2% | 2% | 3% | i | -10%
CCN(CC)C(=O)Cn1cc(S(=O)(=O)CC(=O)NCc2ccccc2)c2ccccc21 | -9% | 12% | -4% | 0.8% | -4%
The list continues.
SMILES | M. tuberculosis HTS | M. tuberculosis | PhoP GFP inhibition | inhibitors of VEEV | influenza NS1A | others
Cc1cccc(C)c1NC(=O)CSc1nnc(-c2ccco2)n1N | -8% | 12% | -13% | 2.5% | 2%
Cc1cc(C(=O)N(C2CCCCC2)C2CCCCC2)no1 | -4% | 0% | -6% | 0.6% | -19%
Cc1nc(C(=O)NC2CCCCC2)sc1C1(C)CC(c2cccc([N+](=O)[O-])c2)=NO1 (stereo not drawn) | 1% | 4% | -9% | i | 9%
CC(C)CC1NC(=O)N(CC(=O)Nc2ccc3c(c2)CCC3)C1=O (stereo not drawn) | 3% | 8% | -4% | 1.2% | -10%
COc1ccc2c(c1)OC(=O)CC2c1cc(OC)c(OC)c(OC)c1 (stereo not drawn) | x | x | x | i | -1%
Cc1nc2ccc(NC(=O)Cc3c(F)cccc3Cl)cc2s1 | -10% | 12% | 7% | 0.1% | 13%
CCOc1ccc(S(=O)(=O)Nc2ccc(S(=O)(=O)N3CCCC3)cc2)cc1 | -5% | 11% | 7% | i | -12%
O=C(CSc1ccc2nnc(-c3ccc(F)cc3)n2n1)NCC1CCCO1 (stereo not drawn) | -3% | -12% | -2% | 1.8% | 10%
CCC(C(=O)Nc1cccc(C(=O)O)c1C)c1ccccc1 (stereo not drawn) | -4% | -10% | 2% | i | -6%
COC(=O)C(C)Sc1nc2c(cnn2-c2ccc(C)cc2)c(=O)[nH]1 (stereo not drawn) | 3% | 1% | -6% | i | 3%
COc1ccc(CCNC(=O)c2cc(-c3ccc4c(c3)OCO4)on2)cc1OC | -2% | -2% | 10% | 0.6% | -2%
O=C(O)c1ccccc1C(=O)Nc1ccccn1 | 2% | -12% | 2% | i | -8%
COc1cccc(CNCCc2ccc3c(c2)OCO3)c1OC | 1% | 17% | 0% | i | 0%
O=C(O)c1cccc(CSc2nc(-c3ccc(Cl)cc3)cc(C(F)(F)F)n2)c1 | -9% | 0% | -7% | i | -12%
Cc1ccccc1CN1CCNC1=O | 11% | 9% | 3% | 0.0% | -19%
Cc1cc(-c2n[nH]c(=S)n2-c2ccc(C)c(C)c2)no1 | 5% | -10% | -5% | 1.0% | 6%
Cc1ccc(C(=O)NC(=S)Nc2ccc(CN3CCOCC3)cc2)cc1 | 1% | -10% | -2% | 6.5% | 1%
Cc1c(-n2c(SCC(=O)NC(C)C)nc3ccccc3c2=O)c(=O)n(-c2ccccc2)n1C | 1% | -9% | 2% | 0.5% | 11%
COCCn1c(SCC(=O)Nc2ccc(NC(C)=O)cc2)nc2ccccc2c1=O | -2% | -1% | -6% | 1.3% | -11%
Cc1cc(NS(=O)(=O)c2ccc(NC(=O)/C=C/c3cccc(Cl)c3)cc2)no1 | u | 36% | -5% | 3.0% | -4%
COc1ccc(NC(=O)N2CCN(C(=O)c3ccco3)CC2)c(OC)c1 | -13% | -5% | -2% | 1.2% | -15%
Cc1c(CCC(=O)O)c(=O)oc2cc(OCc3cccc(Cl)c3)ccc12 | 4% | 18% | -3% | 0.5% | 5%
COc1cc(/C=N\NC(=O)c2ccc(-c3ccccc3)cc2)ccc1OCC(N)=O | 19% | -3% | 1% | 2.1% | 0%
O=C(Nc1nnc(-c2ccccc2Cl)o1)c1ccc(S(=O)(=O)N2CCCCCC2)cc1 | u | 8.7µM* | -11% | x | x
CN1C(=O)C(CCC(=O)O)NC1=S (stereo not drawn) | 7% | -4% | 6% | 0.8% | -7%
Carrying on:
SMILES | M. tuberculosis HTS | M. tuberculosis | PhoP GFP inhibition | inhibitors of VEEV | influenza NS1A | others
O=C(N1CCC(n2nc(-c3ccccc3)oc2=O)CC1)C1(c2ccc(Cl)cc2)CC1 | 13% | 32% | 1% | 2.0% | -1%
COc1ncccc1C(=O)NCC(CC(=O)O)c1ccccc1 (stereo not drawn) | -2% | 7% | -8% | 2.3% | -3%
CCOC(=O)C1CCN(S(=O)(=O)c2ccc3c4c(cccc24)C(=O)N3)CC1 | -16% | -4% | 0% | 1.4% | -1%
Cc1cc(C)cc(C(=O)OCC(=O)N2CCCCCC2)c1 | 6% | 8% | x | 2.7% | -15%
OC[C@H]1NC[C@@H](O)[C@@H]1O | -2% | 4% | -11% | 0.5% | -4%
CC1=CC(=O)C(C(C)=Nc2ccccc2[N+](=O)[O-])C(=O)O1 (stereo not drawn) | x | x | x | 3.2% | 0%
CSCCC1NC(=S)N(Cc2ccccc2)C1=O (stereo not drawn) | 4% | -9% | -2% | i | -14%
CCCCN1CC(COCc2ccccc2)Oc2cccc(NCc3ccc(OC)cc3)c2S1(=O)=O (stereo not drawn) | x | x | x | i | 7%
COc1cc(OC)cc(C(=O)NNC(=S)NCc2ccco2)c1 | 5% | -19% | -10% | 0.5% | 1%
CN1CCN(c2ccc(S(=O)(=O)N3CCCCC3)cc2NC(=O)COc2cccc(Cl)c2)CC1 | u | 40% | -6% | 4.2% | 7%
Cc1cc(/C=C(\C#N)C(=O)NCc2cccs2)c(C)n1-c1ccccc1F | -6% | -8% | -3% | i | 3%
NC(=O)c1ccc(/C=N/O)[n+](Cc2ccccc2)c1 | -10% | 7% | -2% | i | 3%
O=C(CNC(=O)c1ccncc1)Nc1ccc(F)c(F)c1 | 3% | -7% | -4% | 0.4% | 7%
CCCCN(CC)CCNC(=O)CN1C(=O)COc2ccc(S(=O)(=O)N3CCCC3)cc21 | 3% | -7% | -3% | 0.7% | -8%
CCOC(=O)N1CCN(c2ncnc3c2cnn3-c2ccc(OC)cc2)CC1 | x | x | x | 7.6% | -10%
CCC1CCc2[nH]nc(C(=O)O)c2C1 (stereo not drawn) | 5% | 18% | 1% | 0.3% | -3%
Cc1nn(C(=O)N(C)C)c(C)c1CN1C(=O)c2ccccc2C1=O | -3% | -1% | 1% | 0.5% | 20%
Cc1cccc(OCc2nnc(SCc3cc(=O)[nH]c4ccccc34)n2-c2ccccc2)c1 | 0% | 29% | -5% | 2.1% | -1%
COc1ccc(-c2cc(C(F)(F)F)nc(N3CCN(Cc4ccccc4)CC3)n2)cc1OC | 54% | 28% | -1% | 2.2% | 13%
CCOc1ccc(-n2ccnc(SCC(=O)Nc3ccc(CC)cc3)c2=O)cc1 | u | 27% | -2% | 4.4% | -4%
CCCNC(=O)COC(=O)c1n[nH]c2ccccc12 | -4% | -10% | 5% | 0.2% | -8%
Nc1cc(S(=O)(=O)Nc2ccccc2Cl)ccc1N1CCOCC1 | -3% | -5% | 5% | 1.3% | -6%
Cc1nnc2sc(SCC(=O)N3CCCCC3)nn2c1=O | -14% | -2% | -6% | 3.7% | -10%
COc1cc(O)ccc1C=O | -5% | -2% | 1% | i | 9%

A run of entries from further up, for reference:
SMILES | M. tuberculosis HTS | M. tuberculosis | PhoP GFP inhibition | inhibitors of VEEV | influenza NS1A | others
COc1cc(OC)cc(C(=O)NNC(=S)NCc2ccco2)c1 | 5% | -19% | -10% | 0.5% | 1%
CN1CCN(c2ccc(S(=O)(=O)N3CCCCC3)cc2NC(=O)COc2cccc(Cl)c2)CC1 | u | 40% | -6% | 4.2% | 7%
Cc1cc(/C=C(\C#N)C(=O)NCc2cccs2)c(C)n1-c1ccccc1F | -6% | -8% | -3% | i | 3%
NC(=O)c1ccc(/C=N/O)[n+](Cc2ccccc2)c1 | -10% | 7% | -2% | i | 3%
O=C(CNC(=O)c1ccncc1)Nc1ccc(F)c(F)c1 | 3% | -7% | -4% | 0.4% | 7%
CCCCN(CC)CCNC(=O)CN1C(=O)COc2ccc(S(=O)(=O)N3CCCC3)cc21 | 3% | -7% | -3% | 0.7% | -8%
CCOC(=O)N1CCN(c2ncnc3c2cnn3-c2ccc(OC)cc2)CC1 | x | x | x | 7.6% | -10%
CCC1CCc2[nH]nc(C(=O)O)c2C1 (stereo not drawn) | 5% | 18% | 1% | 0.3% | -3%
Cc1nn(C(=O)N(C)C)c(C)c1CN1C(=O)c2ccccc2C1=O | -3% | -1% | 1% | 0.5% | 20%
Cc1cccc(OCc2nnc(SCc3cc(=O)[nH]c4ccccc34)n2-c2ccccc2)c1 | 0% | 29% | -5% | 2.1% | -1%
COc1ccc(-c2cc(C(F)(F)F)nc(N3CCN(Cc4ccccc4)CC3)n2)cc1OC | 54% | 28% | -1% | 2.2% | 13%
CCOc1ccc(-n2ccnc(SCC(=O)Nc3ccc(CC)cc3)c2=O)cc1 | u | 27% | -2% | 4.4% | -4%
CCCNC(=O)COC(=O)c1n[nH]c2ccccc12 | -4% | -10% | 5% | 0.2% | -8%
Nc1cc(S(=O)(=O)Nc2ccccc2Cl)ccc1N1CCOCC1 | -3% | -5% | 5% | 1.3% | -6%
Cc1nnc2sc(SCC(=O)N3CCCCC3)nn2c1=O | -14% | -2% | -6% | 3.7% | -10%
COc1cc(O)ccc1C=O | -5% | -2% | 1% | i | 9%
